Screens from PubChem BioAssay.
AMA1-RON2 inh: inhibitors of Plasmodium falciparum AMA1-RON2 interaction; AlphaScreen AMA1-biotinylated RON2 peptide binding; Potency, µM (series often up to 58.2 µM), inactives show at the top dose activity change, negative = inhibition, most hits filed as inhibitors; 0.2% of 360,000 active;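 note: potency is the fitted concentration of half-maximal effect; 0% = vehicle wells and -100% = peptide control; nearly all actives have a fitted effect of over 45% in size; some results filed as inactive show a strong effect at the top dose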
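AMA1 (3D7) with his tag at 25 nM final met compounds first, then biotinylated RON2 peptide at 25 nM; detection used donor plus acceptor beads, 10 µg/mL apiece, read by AlphaScreen after 30 min at room temperature.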
Sm TGR inh: inhibitors of Schistosoma mansoni thioredoxin glutathione reductase; purified TGR, DTNB reduction, TNB absorbance 405 nm; 3% of 360,000 active; Q962Y6; Potency, µM (series often up to 114 µM), for inactives: at the top dose activity change, negative = inhibition, most hits filed as inhibitors; note: potency is the fitted concentration of half-maximal effect; nearly all actives have a fitted effect of over 60% in size
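First, TGR (20 nM dispensed) and NADPH were mixed with compound. Second, a 15 min room-temperature incubation followed. Third, further NADPH and then DTNB were added to start the reaction. Finally, TNB absorbance was monitored kinetically.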
AmpC inh detg: inhibitors of E. coli AmpC beta-lactamase with detergent; P00811; 0.041% of 370,000 active; Potency, µM (titrated, usually from 114 µM), for inactives: at the highest dose activity change, negative = inhibition, actives largely listed as inhibitors; AmpC hydrolysis of nitrocefin, absorbance 480 nm, 0.01% Triton;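 note: potency is the fitted concentration of half-maximal effect; 0% = no-compound wells and -100% = no-enzyme wells; nearly all actives have a fitted effect of over 25% in size; some results filed as inactive show a strong effect at the top dose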
Target sequence (P00811 whole entry, looked up): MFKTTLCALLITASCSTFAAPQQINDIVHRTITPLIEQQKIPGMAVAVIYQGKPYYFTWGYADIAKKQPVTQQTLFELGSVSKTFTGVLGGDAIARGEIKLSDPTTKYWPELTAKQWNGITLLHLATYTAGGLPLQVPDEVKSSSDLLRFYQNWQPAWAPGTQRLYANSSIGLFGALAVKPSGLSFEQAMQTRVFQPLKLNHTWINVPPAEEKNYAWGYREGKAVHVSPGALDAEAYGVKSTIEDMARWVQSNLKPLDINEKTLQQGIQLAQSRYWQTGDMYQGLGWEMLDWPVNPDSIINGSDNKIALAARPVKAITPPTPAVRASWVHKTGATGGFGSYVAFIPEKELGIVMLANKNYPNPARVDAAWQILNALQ
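AmpC (5.3 nM in the dispensed reagent) in 20 mM phosphate pH 7.0 with 0.01% (detergent screen) or 0.0001% Triton X-100 was preincubated with compounds for 15 min at room temperature. Nitrocefin was then added from an 800 uM solution, and hydrolysis was followed at 480 nm.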
FBPA Giardia inh: Giardia lamblia aldolase inhibition; A8B2U2; purified Giardia FBPA; Potency, µM (titrated, usually from 59.6 µM), without a hit: at the top dose activity, negative = inhibition, most hits filed as inhibitors; 0.71% of 290,000 active; AID 2451; note: potency is the fitted concentration of half-maximal effect; nearly all actives have a fitted effect of over 55% in size
Target sequence (A8B2U2 whole entry, looked up): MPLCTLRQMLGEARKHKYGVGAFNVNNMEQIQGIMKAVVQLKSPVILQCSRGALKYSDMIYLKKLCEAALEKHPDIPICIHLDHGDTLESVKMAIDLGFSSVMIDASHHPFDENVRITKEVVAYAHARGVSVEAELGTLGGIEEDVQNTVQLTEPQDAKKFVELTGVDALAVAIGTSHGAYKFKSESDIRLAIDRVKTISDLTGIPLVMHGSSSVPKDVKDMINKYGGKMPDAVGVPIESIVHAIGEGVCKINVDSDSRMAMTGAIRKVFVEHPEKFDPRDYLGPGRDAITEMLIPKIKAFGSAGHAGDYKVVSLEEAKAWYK
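Giardia FBPA (40 nM reagent) was preincubated 10 min at RT with compound (up to 57.5 uM final), then substrate plus GAPDH/TPI/NAD/arsenate coupling system with diaphorase/resazurin was added; resorufin fluorescence (525/598 nm) was read after 20 min.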
AmpC inh no detg: inhibitors of E. coli AmpC beta-lactamase without detergent; P00811; AmpC nitrocefin hydrolysis, absorbance 480 nm, 0.0001% Triton; Potency, µM (top dose mostly 57.1 µM), for inactives: at the highest dose activity change, negative = inhibition, actives largely listed as inhibitors; 0.52% of 330,000 active; AID 485341;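 note: potency is the fitted concentration of half-maximal effect; plate controls were no compound for no effect and no enzyme for full effect; nearly all actives have a fitted effect of over 20% in size; some results filed as inactive show a strong effect at the top dose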
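AmpC (5.3 nM in the dispensed reagent) in 20 mM phosphate pH 7.0 with 0.01% (detergent screen) or 0.0001% Triton X-100 was preincubated with compounds for 15 min at room temperature. Nitrocefin was then added from an 800 uM solution, and hydrolysis was followed at 480 nm.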
HCMV antiviral: blocks human cytomegalovirus replication; activity change, negative = inhibition, % at 57.5 µM; HFF cells, HCMV-luciferase reporter, 72 h; active compounds read low; 4.5% of 410,000 active; AID 1259415; in the data active = activity change below about -60%; inconclusive = no clear call, values can overlap the other calls; inactive = above about -39%
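Compounds were evaluated in HFFs infected with an HCMV luciferase reporter virus (MOI 1 PFU/cell). Luciferase in lysates collected 72 h post infection served as the replication measure.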
* = called active by the depositor; ? = inconclusive; . = not tested or not shown; & = joins results of further samples; [ ] = dose if it differs, or a comment. Unless noted, calls come from the whole dose curve; as a rule, active = well fitted curve in the direction sought with a large enough effect; inconclusive = small, poorly fitted or top-dose-only effect, or another doubt; inactive = no such curve, though single readings can be large; an effect the other way counts as inactive or inconclusive. Unless noted, % is set by controls: 0 for no effect and ±100 for the full control effect. This is a random part of the collection; 7.8% or so of the library scored in one or more.

SMILES	AMA1-RON2 inh	Sm TGR inh	AmpC inh detg	FBPA Giardia inh	AmpC inh no detg	HCMV antiviral
O=C(CSc1n[nH]c(-c2ccccc2)n1)NCCCc1ccccc1	.	0%	17%	.	.	-9
O=C(CSC1=NS(=O)(=O)c2cc(Cl)ccc2N1)NCc1ccc(F)cc1	-1%	2%	-16%	.	-37%	-19
O=C(NCCN1CCOCC1)c1ccc(CS(=O)(=O)Cc2ccccc2F)o1	-8%	13%	?	5%	-6%	6
CC(/C=N/NC(=O)c1sc(N)nc1C)=C\c1ccccc1	0%	6%	-3%	5%	-31%	-7
CCOC(=O)Cn1nnnc1CN(Cc1ccccc1)Cc1cc2cc(CC)ccc2[nH]c1=O	20%	13%	?	-1%	-12%	-29
CCN(CC)CCCNC(=O)CNC(=S)N(CCCN1CCOCC1)Cc1cccs1	-5%	9%	-11%	1%	-2%	0
O=C(Cn1cnc2c(NCc3ccccc3)ncnc21)NCCN1CCOCC1	7%	.	.	.	-2%	-2
COc1ccccc1Nc1nc(-c2c(C)[nH]c3ccccc23)cs1	-2%	-3%	-1%	-17%	-27%	31
CCSc1nnc(NC(=O)CSc2nc(CC)nc3c2c(=O)n(C)c(=O)n3C)s1	-8%	-1%	-12%	-17%	-12%	-5
CCOC(=O)c1ccc(NC(=O)C2CC(O)CN2S(=O)(=O)c2ccc(C)cc2)cc1 (stereo unspecified)	-3%	.	.	.	3%	-3
Nc1cc(OC(=O)c2cccs2)nn1S(=O)(=O)c1ccccc1	4%	-15%	-6%	5%	-30%	23
Cc1cc(-c2csc(NC(=O)c3cccc(S(=O)(=O)N(C)C)c3)n2)c(C)n1-c1ccccc1	10%	-17%	3%	-7%	-22%	0
CCC(Nc1ccc(-c2nc(-c3ccco3)no2)cc1[N+](=O)[O-])c1ccccc1 (stereo unspecified)	.	-15%	-2%	.	.	12
CCCN1C(=O)c2oc3cc(C)cc(C)c3c(=O)c2C1c1ccc(F)cc1 (stereo unspecified)	.	0%	2%	.	.	-17
CCOc1ccccc1-c1nc2c([nH]1)c(=O)n(C)c(=O)n2C	-5%	8%	-7%	-10%	-14%	98
CC(C)(C)N=C1SCC(C)(/C=N/O)S1 (stereo unspecified)	4%	-3%	-20%	2%	-6%	-7
Cc1cc(-c2n[nH]c(=S)o2)c(C)n1-c1ccccc1	25%	1%	5%	-2%	-26%	140
O=C(NCCn1cccn1)C1CCC(=O)N(CCc2ccc(Cl)cc2)C1 (stereo unspecified)	12%	-13%	8%	.	-3%	?
O=C(Cc1ccccc1)N1CCC(c2ccccc2)C1 (stereo unspecified)	6%	?	-3%	4%	23%	31
COc1ccc(CNC(=O)COc2ccc(S(=O)(=O)N3CCCCC3)cc2Cl)cc1	13%	8%	4%	.	57%	5
CCOC(=O)c1c[nH]c(=S)n(-c2ccccc2)c1=O	-4%	-9%	-2%	.	6%	19
Cc1ccc2cc3c(NC(=O)c4cccnc4)nn(C)c3nc2c1	-1%	8%	10%	-5%	-6%	?
O=C(COc1cccc(C(F)(F)F)c1)N1CCN(c2ccc(O)cc2)CC1	-12%	?	-6%	-22%	-15%	?
COc1ccccc1NC(=O)C1CCN(S(=O)(=O)c2ccc3c(c2)CC(C)N3C(C)=O)CC1 (stereo unspecified)	16%	7%	0%	12%	70%[activator]	-18
Cc1ccc(CN(C#N)c2nc(C)cc(C)n2)cc1	-9%	17%	?	9%	-17%	-15
C/C(=N\Nc1ncnc2sc(C)c(C)c12)c1ccccn1	-25%	2%	6%	?	70%[activator]	-102*
Cn1c(-c2cccc([N+](=O)[O-])c2)cnc1NCc1cccc(F)c1	?	4%	-15%	28µM*	-18%	-20
CN(CC(=O)Nc1ccccc1Cl)C(=O)c1ccc(-c2cccc(C(F)(F)F)c2)o1	-10%	?	?	.	65%[activator]	-22
Nn1c(SCC(=O)Nc2nccs2)nnc1C1CC1	31%[activator]	4%	-2%	?	-15%	.
Cn1c(CC(=O)Nc2ccc(Cl)c(Cl)c2)n[nH]c1=S	85%[activator]	9%	-8%	-1%	-34%	45
O=C(O)c1ccc(-n2cncn2)c([N+](=O)[O-])c1	-6%	5%	-8%	-6%	-1%	0
CCCCNC(=O)c1onc(CSc2ccccc2)c1C(=O)O	4%	-3%	-6%	9%	-31%	-9
N#CC1=C(SCC(=O)c2ccc(Br)cc2)NC2=C(C(=O)CCC2)C1c1ccco1 (stereo unspecified)	-5%	-18%	?	-11%	-24%	-25
Cc1ccc(S(=O)(=O)Nc2ccc(N3CCN(C)CC3)nc2)cc1	4%	9%	-3%	-1%	-15%	-25
COc1ccc(C2=C(C)C(=NCc3ccc(OC(C)C)cc3)NS2(=O)=O)cc1	.	1%	18%	.	.	-10
O=C(COC(=O)c1cc(=O)[nH]c(=O)[nH]1)NCc1ccccc1	13%	-4%	-6%	-1%	-18%	-11
CN(C)CCCNC1=CC(=O)OC12CCCCC2	16%	1%	-1%	5%	-17%	-12
O=C(CN(C(=O)CNC(=O)c1cccs1)c1ccc(F)cc1)NC1CCCCC1	3%	0%	2%	-1%	3%	-5
Cc1ccn2c(NC3CCCCC3)c(C(C)C)nc2c1	29%	-5%	2%	0%	-4%	-21
CCC(C)N1C(=O)/C(=C/c2ccc3c(c2)CCN3CCCCl)C(=O)NC1=S (stereo unspecified)	27%	?	-8%	11µM*	-53%	15
CC12CCC(c3c(C(=O)N4CCOCC4)nn(-c4ccccc4)c31)C2(C)C (stereo unspecified)	5%	9%	6%	11%	53%[activator]	-7
CC(C)Cn1c(=O)c2ccccc2n2c(CCC(=O)NCc3ccc(Cl)cc3)nnc12	.	-1%	-2%	.	.	8
CCc1ccc(-n2c(SCc3cc(=O)n4cc(Br)ccc4n3)nc3[nH]ncc3c2=O)cc1	12%	-2%	?	-3%	23%	-24
CNC(=S)N(CCc1c(C)[nH]c2ccc(Cl)cc12)Cc1cc(OC)c(OC)c(OC)c1	-15%	-16%	-12%	-8%	206%[activator]	-37
NNC(=O)c1cc2cc(OC(F)(F)F)ccc2[nH]1	53%[activator]	21%	4%	-8%	-24%	2
O=c1nccc(Nc2ccccc2)[nH]1	0%	5%	-2%	-1%	-7%	-33
Cc1ccc(N2CCN(c3nc4ccc(C)cc4n4nnnc34)CC2)c(C)c1	.	8%	13%	.	.	-1
COc1ccc(-n2ncc3c(N4CCN(c5cccc(C)c5C)CC4)ncnc32)cc1	8%	-12%	-14%	-3%	-9%	-22
Cc1nn(C(C)C(=O)N2CCc3ccccc3C2)c(=O)c2cc3occc3n12 (stereo unspecified)	-3%	-27%	?	6%	34%	-23
CCOc1ccc(/C=N/NC(=O)CSc2n[nH]c(=O)[nH]c2=O)cc1OC	?	-7%	-14%	3%	-17%	-23
CC(Cc1cccs1)NC(=O)CCCn1nnnc1CN1CCOCC1 (stereo unspecified)	12%	0%	0%	.	-5%	47
COCCNC(=O)C(c1ccc(Cl)cc1)N(C(=O)CCC(=O)Nc1ccccn1)C1CCCC1 (stereo unspecified)	-2%	0%	-13%	-4%	139%[activator]	37
O=C(O)c1cccc(-n2nc(-c3ccc(Cl)c([N+](=O)[O-])c3)c3ccccc3c2=O)c1	-10%	-17%	6%	8%	-30%	-2
COc1ccc(NC(=O)CN(C)C(=O)c2ccc(C)s2)cc1	7%	10%	-5%	.	-3%	33
C/C(=N\NC(=O)c1cc(Br)ccc1O)c1ccccn1	80%[activator]	1%	?	-5%	?	39
CC(=O)c1cccc(NS(=O)(=O)c2ccc(C(=O)Nc3ccccc3)cc2)c1	9%	0%	-1%	.	-43%	-76*
O=C1C2C3CC(C(Br)C3Br)C2C(=O)N1CC1CCCO1 (stereo unspecified)	-16%	10%	6%	-1%	-3%	-34
O=C1C(Cl)=C(N2CCN(Cc3ccccc3)CC2)C(=O)N1c1ccccc1	4%	-7%	?	0%	-7%	?
CCc1ccc(NC(=O)CSc2nc3nc(C)cc(C)n3n2)cc1	0%	-10%&0%	1%&-2%	.	106%[activator]	?
O=C(CSc1nnnn1-c1ccccc1)Nc1nc(-c2ccccc2)ns1	11%	-17%	?	13%	-19%	-5
Further entries.
SMILES	AMA1-RON2 inh	Sm TGR inh	AmpC inh detg	FBPA Giardia inh	AmpC inh no detg	HCMV antiviral
COc1cccc2sc(N(Cc3cccnc3)C(=O)c3ccc4c(c3)OCCO4)nc12	.	1%	15%	.	.	?
CCn1ccc2cc(S(=O)(=O)N3CCC(C(=O)NCCc4ccccc4Cl)CC3)ccc21	.	4%	3%	.	.	-6
CCc1ccc(NC(=O)Cn2ncc3c4ccccc4n(C)c3c2=O)cc1	-12%	13%&1%	7%&4%	4%	-28%	-8&22
CC1CCc2onc(C(=O)N3CCN(c4ccc(Cl)cc4)CC3)c2C1 (stereo unspecified)	.	6%	18%	.	.	-74*
C#CCC(NC(=O)c1ccc(C(F)(F)F)cc1)C(=O)NCCC (stereo unspecified)	0%	-2%	5%	.	-4%	-13
O=C1CSC(c2cccc(F)c2)N1c1ccccc1 (stereo unspecified)	0%	-12%	0%	-1%	-6%	6
Cc1cc(C)c2nc(C)cc(Nc3cccc(C(=O)O)c3)c2c1	.	7%	7%	.	.	-5
Cc1onc(-c2ccccc2)c1C(=O)N=C(N)c1ccc(Cl)cc1	10%	13%	0%	1%	-22%	?
Nc1nnc(SCCN2C(=O)c3ccccc3C2=O)s1	0%	7%	-12%	-1%	-16%	0
CCCOc1cccc(C2/C(=C(/O)c3ccccc3)C(=O)C(=O)N2CCN(C)C)c1 (stereo unspecified)	15%	-27%	3%	1%	-7%	-34
CN1CCN(Cc2nc(N)nc(Nc3ccc4c(c3)OCCO4)n2)CC1	5%	-3%	0%	14%	3%	106
CNC(=O)CC(CC(=O)c1ccccc1)c1ccccc1 (stereo unspecified)	-6%	-4%	0%	.	-2%	-4
